CaV13 ICDI inh = Primary screen for inhibitors of IQ motif and Ca2+-dependent inactivation inhibitor domain binding in CACNA1D, Förster resonance energy transfer in living cells, …; HEK cells, CFP/YFP FRET ICDI-IQ, plate reader, 10 min; percent FRET-ratio fall versus neutral wells; inhibition, % at 12.3 µM; hit rate 0.098% among 340,000;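 active means mean replicate inhibition of at least 30% and at least 1% of replicates passing that level; inconclusive means only one of the two criteria is met; inactive means neither criterion is met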;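 further: 0% = median of the neutral control wells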
PDI inh = blocks human protein disulfide isomerase activity | inhibition, % at 10 µM | hit rate 0.052% among 350,000 | PDI insulin aggregation turbidity, A650, 90 min;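 active means mean inhibition across replicates of 30% or more, whatever share of single replicates reach that level; inconclusive means mean inhibition below 30% while every single replicate reaches 30%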;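 further: absorbance from insulin aggregation driven by PDI reduction with DTT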
Target sequence (P07237 whole entry, looked up): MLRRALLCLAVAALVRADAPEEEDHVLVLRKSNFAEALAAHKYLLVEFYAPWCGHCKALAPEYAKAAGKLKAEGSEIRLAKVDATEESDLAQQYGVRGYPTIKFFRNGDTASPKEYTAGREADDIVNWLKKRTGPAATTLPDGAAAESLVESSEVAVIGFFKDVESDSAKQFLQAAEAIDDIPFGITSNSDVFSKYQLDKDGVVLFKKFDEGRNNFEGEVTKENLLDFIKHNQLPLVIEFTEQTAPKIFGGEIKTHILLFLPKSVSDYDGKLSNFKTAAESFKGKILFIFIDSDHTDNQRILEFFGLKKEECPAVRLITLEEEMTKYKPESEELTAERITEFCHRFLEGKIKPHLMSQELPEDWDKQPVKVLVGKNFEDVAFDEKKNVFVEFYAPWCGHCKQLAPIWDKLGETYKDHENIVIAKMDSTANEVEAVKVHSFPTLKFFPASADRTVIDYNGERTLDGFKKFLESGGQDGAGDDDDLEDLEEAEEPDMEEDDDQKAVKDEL
KKLEB tox = CF airway cell cytotoxicity counter-screen. KKLEB CF airway cells viability, ATPlite luminescence, overnight; stronger effect = lower value; cells stimulated with P. aeruginosa culture filtrate. hit rate 0.36% among 360,000. activity change (cytotoxicity), % at 5 µM;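 active means corrected activity change at or below -50% at 5 µM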
NR2E3 ag-1 = activates human photoreceptor nuclear receptor NR2E3; GST-NR2E3/biotin-RetCOR TR-FRET, 1536-well; AID 2300; inhibition of corepressor binding, % at 4.78 µM; hit rate 0.12% among 320,000; Q9Y5X4;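 active means percent inhibition above the cutoff of mean plus 3 SD of all tested compounds, set per screening campaign, cut at about 20% in these data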;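 further: 0% = DMSO wells and 100% = biotin wells as full block of FRET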
Target sequence (Q9Y5X4 whole entry, looked up): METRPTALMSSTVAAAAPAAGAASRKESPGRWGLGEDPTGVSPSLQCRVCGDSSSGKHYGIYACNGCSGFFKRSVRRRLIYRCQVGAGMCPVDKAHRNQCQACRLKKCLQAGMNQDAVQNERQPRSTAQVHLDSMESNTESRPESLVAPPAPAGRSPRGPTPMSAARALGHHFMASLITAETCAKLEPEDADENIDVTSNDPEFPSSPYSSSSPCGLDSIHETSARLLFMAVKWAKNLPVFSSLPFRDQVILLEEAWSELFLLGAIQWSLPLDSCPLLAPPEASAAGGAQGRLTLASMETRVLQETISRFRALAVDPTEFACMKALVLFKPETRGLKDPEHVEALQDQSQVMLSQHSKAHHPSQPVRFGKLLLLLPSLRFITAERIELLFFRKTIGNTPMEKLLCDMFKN
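System: GST-NR2E3 and biotin-RetCOR proteins; probe or stimulus: 7 nM biotin-RetCOR; doses: compound at 4.8 µM, single dose; schedule: Compound–protein incubation for 5 h at 4 °C; detection: time-resolved FRET; read-out: percent inhibition; controls: biotin wells as high control, 0.6% DMSO wells as low control; format: 1536-well plates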
HIF-2a block = inhibitors of HIF-2a; 786-0 RCC cells HIF-2a reporter, luciferase luminescence, overnight; inhibition, % at 18.8 µM; hit rate 0.72% among 360,000;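 active means inhibition of the luminescence signal of 40% or more relative to plate controls, in a single-dose primary screen at 18.75 µM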
Shn3 inh set2 = reduces Shn3 3'UTR luciferase signal in osteoblasts. inhibition, % at 12.5 µM. Clone20 osteoblast Shn3 3'UTR firefly luciferase, 24 h. AID 588674. hit rate 0.52% among 360,000;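 active means mean inhibition of at least 75% with every replicate also reaching 75%; inconclusive means mean inhibition at least 75% but some replicate below; inactive means mean inhibition below 75%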;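 further: 0% = median of neutral control wells and 100% = pilot-screen positive control compound; some compounds past the cut are filed as inactive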
NR2E3 ag-2 = agonists of human NR2E3 nuclear receptor; hit rate 0.35% among 360,000; CHO-S Gal4-NCOR/VP16-NR2E3 two-hybrid, luciferase; AID 602229; Q9Y5X4; inhibition of corepressor binding, % at 3.98 µM;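 active means inhibition above the mean of all tested compounds plus 3 SD, cut at about 70% in these data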;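 further: 0% = DMSO with NR2E3 transfected cells and 100% = cells lacking NR2E3 construct; higher means lower luciferase signal from less NR2E3 corepressor binding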
Vif imaging = HIV Vif inhibition; HEK293T cells, Vif self-association by quenched fluorescence, imaging, 24 h; AID 602346; inhibition, % at 7.49 µM; hit rate 0.35% among 340,000; in the data active means inhibition above about 50%, passing the limit was not always enough; inconclusive means no clear call, values can overlap the other calls; inactive means below about 31%; further: some results filed as inactive read as strong as hits
Peg3 promoter = reduces Peg3 promoter-driven luciferase expression in HeLa. HeLa PEG-Prom luciferase reporter, luminescence, overnight. inhibition, % at 20 µM. hit rate 1.7% among 360,000;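 active means inhibition of at least 50% at 20 µM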
TRPM1 prom inh = reduces MITF-dependent TRPM1 promoter luciferase signal; SK-MEL-5 TRPM1 promoter luciferase, 24 h; inhibition, % at 12.5 µM; hit rate 0.83% among 330,000;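 active means mean inhibition across replicates of 60% or more, whatever share of single replicates reaches that level; inconclusive means some that reach 60%, reason not given; inactive means mean inhibition across replicates below 60%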; further: values of inactives mirror those of a sister screen read the other way
CF NFkB block = cystic fibrosis NF-kB activation inhibition; inhibition, % at 5 µM; KKLEB NF-kB-GFP reporter, PAF-induced, GFP fluorescence overnight; hit rate 0.86% among 360,000; AID 588850;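 active means at least 50% inhibition at 5 µM, scaled per plate between neutral and stimulator controls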;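 further: PAF is a Pseudomonas aeruginosa culture filtrate used as stimulus; plate controls were PAF-stimulated DMSO wells for no effect and unstimulated DMSO wells for full effect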
An asterisk follows results filed as active; ? = inconclusive; · = no result given.

SMILES	CaV13 ICDI inh	PDI inh	KKLEB tox	NR2E3 ag-1	HIF-2a block	Shn3 inh set2	NR2E3 ag-2	Vif imaging	Peg3 promoter	TRPM1 prom inh	CF NFkB block
Cc1ccc(C)c(S(=O)(=O)N2CCN(C(=O)CCC(=O)c3cc(C)sc3C)CC2)c1	-1	-3	-8	-2	24	9	10	-3	18	4	-5
CCc1nc2ccc(C(=O)NCc3cccs3)cn2c1N(CCC(C)C)CCN(C)C	-2	12	26	·	4	-1	-5	1	-1	·	-38
O=Nc1c(-c2ccccc2)cc2ccccn12	-5	-4	-3	-16	-220	-10	-30	-5	-101	-19	12
COc1ccc2oc(=O)c(C(=O)NCc3ccc(C)cc3)cc2c1	-20	-5	-1	-3	3	-9	-1	?	-10	9	1
Cc1cccc(C(=O)NC(=S)Nc2ccc(S(=O)(=O)N3CCCCC3)cc2)c1	·	0	6	2	16	21	10	-23	7	12	-5
COc1cc(OC)cc(C(=O)OCC(=O)NC(C)CCc2ccccc2)c1 (configuration not stated)	-4	3	1	4	6	5	-34	-2	21	0	2
COc1ccc(C2CC(c3ccccc3)=NN2C(=O)COC(=O)CNC(=O)c2ccccc2)cc1 (configuration not stated)	-5	12	-5	4	-36	2	4	14	-42	0	-7
O=C(Nc1cccc(C(=O)N2CCCC2)c1)c1ccccc1	-6	5	4	2	9	3	5	-8	0	8	-21
CCO[C@H]1OC(C(=O)N2CCOCC2)=C[C@@H](C)[C@@H]1CCCO	-12	-4	-4	-1	18	-17	-23	2	-1	0	18
CCOc1ccc(OCCCC(=O)Nc2cc(Cl)ccc2-n2cncn2)cc1	-6	-6	-18	-1	8	20	-3	-18	26	8	17
CCOc1cc(-c2nc(-c3ccccc3OC)no2)cc(OCC)c1OCC	-1	-1	-10	4	7	19	-41	8	10	4	14
N#Cc1ccc(-c2nc3c4ccccc4ccn3c2Cc2ccccc2C(F)(F)F)cc1	-8	·	-10	·	-46	0	-31	·	-6	·	-78
COc1ccc(S(=O)(=O)N2CCOCC2)cc1Br	8	2	-3	6	3	-8	-9	21	7	-1	-5
C[C@H](CO)N1C[C@H](C)[C@@H](CN(C)Cc2ccc(Cl)c(Cl)c2)Oc2c(NC(=O)C3CC3)cccc2C1=O	-6	10	-8	·	14	3	4	-3	-4	-1	6
O=C(COc1cccc(F)c1)Nc1nc(-c2ccncc2)cs1	-2	-1	-47	5	-10	10	-30	-2	-11	-20	37
O=C(CSc1nnc(NC(=O)c2ccc(F)cc2F)s1)NC1CCCC1	-4	1	8	0	-110	-19	-23	4	-100	-23	15
CCN(CC)CCNC(=O)c1nn(-c2ccc(C)cc2)c(=O)c2c1c1ccccc1n2C	·	-3	0	1	23	-82	5	·	15	1	-18
CC(C)=CCN1CCN(Cc2cn(C(C)C)c3ccccc23)CC1CCO (configuration not stated)	-5	13	-1	0	22	3	9	-5	7	10	9
CN(C)CCCN1c2ccccc2CCc2ccc(Cl)cc21	-4	-5	-12	1	-5	2	-19	-5	-6	-5	14
Cc1ccc(N(CC(=O)NCCSCc2ccco2)S(C)(=O)=O)cc1	-9	8	0	2	3	-18	-10	-3	6	-3	-11
COc1cccc(-c2c(C(=O)N/N=C(\C)c3ccco3)nnn2-c2nonc2N)c1	-3	-4	6	1	3	1	-27	2	-3	-6	-16
O=S(=O)(/N=C(/Nc1ccc(Cl)c(S(=O)(=O)N2CCOCC2)c1)c1ccc(F)cc1)c1ccccc1	-5	-6	-13	-1	11	17	3	-4	35	-5	15
CCC(C)c1ccccc1NC(=O)CN1CCN(C/C=C/c2ccccc2)CC1 (configuration not stated)	-3	7	2	2	11	6	19	-1	22	3	-4
O=C(NCCS(=O)(=O)NCc1cccs1)c1ccccc1	-16	-28	0	·	0	9	0	·	-5	·	-22
COC(=O)CSc1cc(C(=O)c2nccn2C)c2ccccc2n1	·	-10	-1	3	17	2	-11	3	13	17	-15

(cont.)
SMILES	CaV13 ICDI inh	PDI inh	KKLEB tox	NR2E3 ag-1	HIF-2a block	Shn3 inh set2	NR2E3 ag-2	Vif imaging	Peg3 promoter	TRPM1 prom inh	CF NFkB block
CS(=O)(=O)c1ccc(NS(=O)(=O)c2ccc3ccccc3c2)cc1	-5	3	3	0	8	-38	13	13	12	-1	0
C=CCNC(=S)NNC(=O)CSc1nc2ccccc2s1	-4	0	7	0	-21	-61	-19	·	-25	-11	13
CCOC(=O)Cc1csc(NC(=O)c2cc(C)c(C)s2)n1	-13	3	0	4	-48	-17	-33	-5	-118	·	-12
CC1CCCCC1NC(=O)CCCn1c(=S)[nH]c2ccsc2c1=O (configuration not stated)	-7	-3	-4	2	9	14	-1	2	-1	-14	-12
CCOC(=O)c1c(NC(=O)COC(=O)c2nc(Cl)ccc2Cl)sc2c1CCC2	-4	3	6	1	24	-9	-11	0	-8	4	0
COCCn1c(SCC#N)nnc1-c1ccccc1	-9	3	-5	-2	0	9	-17	2	12	-9	2
CCN(CC)Cc1c(O)c(Cl)cc2c3c(c(=O)oc12)CCCC3	1	-1	11	-1	5	7	-31	-5	8	5	-17
Cc1ccc2nc3nc(NCC4CCCO4)c(C(=O)NC4CCCC4)cc3c(=O)n2c1 (configuration not stated)	27	-2	-5	0	6	-16	4	-8	6	-1	-32
CCOC(=O)[C@@H]1CCN(Cc2ccccc2)C[C@H]1c1ccccc1	-5	17	3	-3	13	-13	3	2	8	·	-3
Cc1[nH][nH]c(=O)c1C(c1ccc(Br)cc1)c1c(C)[nH][nH]c1=O	-3	-5	-4	0	14	0	-4	-1	2	14	10
CN1CCC(=NNC(=O)CSc2ccc(Cl)cc2)CC1	9	3	-4	-2	7	-8	-21	22	0	1	18
C=CCn1c(C)c(C(C)=O)c(N2CCN(C(c3ccccc3)c3ccccc3)CC2)nc1=S	-6	-1	-16	-3	10	11	-14	-18	20	2	13
CC(=O)Nc1cccc(NC(=O)c2ccccc2OCc2ccccc2)c1	-7	-7	4	2	-36	10	-6	-1	-12	-12	-2
NS(=O)(=O)c1ccc(-c2c(-c3ccccc3)sc3ccccc23)cc1	-5	4	15	1	10	-29	13	·	9	4	-2
O=C(O)c1ccc(NS(=O)(=O)c2ccc(Cl)c(Cl)c2)cc1O	-2	6	0	-1	15	-3	5	1	-1	1	-7
Cc1cc(C)cc(NC(=O)COC(=O)Cc2ccccc2F)c1	-6	-6	0	1	8	-10	-16	21	6	·	17
Cc1ccc(-c2cc(C(=O)N(C)CC(=O)Nc3ccccc3Br)c3ccccc3n2)o1	-2	-1	-19	6	-55	-13	5	·	3	-10	18
O=[N+]([O-])c1cc2ncccc2c2ncccc12	-6	-2	-6	·	21	16	-26	3	39	·	-25
c1ccc(C2Nc3ccccc3-c3nc4ccccc4n32)cc1 (configuration not stated)	-4	15	0	0	-164	-1	-84	0	-71	-33	-8
CCOC(=O)c1sc(NC(=O)CSc2nncs2)c(C(=O)OCC)c1C	-2	-8	-16	-1	1	-64	-10	-1	-14	-18	8
Cc1nn(-c2ccccc2)c2c1P(=O)(O)/C(=C1\N(C)c3ccccc3C1(C)C)C=N2	-10	-6	-23	3	-6	12	-6	2	-4	18	6
CCCn1ncc(/C=N/O)c1C	-14	1	-1	2	19	17	-8	-5	0	·	21
c1nc(CCO[C@H]2CCCCO2)cc2cc3c(cc12)OCO3	0	-6	8	·	19	18	-110	-4	24	7	-6
COCCNS(=O)(=O)c1ccc2c(c1)C(=NO)c1cc(S(=O)(=O)NCCOC)ccc1-2	-14	10	-3	0	10	7	10	1	31	5	2

Full records, looked up by structure.
CCO[C@H]1OC(C(=O)N2CCOCC2)=C[C@@H](C)[C@@H]1CCCO across the screens: CaV13 ICDI inh = -12; PDI inh = -4; KKLEB tox = -4; NR2E3 ag-1 = -1; HIF-2a block = 18; Shn3 inh set2 = -17; NR2E3 ag-2 = -23; Vif imaging = 2; Peg3 promoter = -1; TRPM1 prom inh = 0; CF NFkB block = 18
CCCn1ncc(/C=N/O)c1C across the screens: CaV13 ICDI inh = -14; PDI inh = 1; KKLEB tox = -1; NR2E3 ag-1 = 2; HIF-2a block = 19; Shn3 inh set2 = 17; NR2E3 ag-2 = -8; Vif imaging = -5; Peg3 promoter = 0; TRPM1 prom inh = ·; CF NFkB block = 21

In the list so far, 2 contain an NH in an aromatic ring:
SMILES	CaV13 ICDI inh	PDI inh	KKLEB tox	NR2E3 ag-1	HIF-2a block	Shn3 inh set2	NR2E3 ag-2	Vif imaging	Peg3 promoter	TRPM1 prom inh	CF NFkB block
CC1CCCCC1NC(=O)CCCn1c(=S)[nH]c2ccsc2c1=O (configuration not stated)	-7	-3	-4	2	9	14	-1	2	-1	-14	-12
Cc1[nH][nH]c(=O)c1C(c1ccc(Br)cc1)c1c(C)[nH][nH]c1=O	-3	-5	-4	0	14	0	-4	-1	2	14	10

Ordered by count of non-hydrogen atoms (ascending): part of the list above
SMILES	CaV13 ICDI inh	PDI inh	KKLEB tox	NR2E3 ag-1	HIF-2a block	Shn3 inh set2	NR2E3 ag-2	Vif imaging	Peg3 promoter	TRPM1 prom inh	CF NFkB block
Cc1ccc(N(CC(=O)NCCSCc2ccco2)S(C)(=O)=O)cc1	-9	8	0	2	3	-18	-10	-3	6	-3	-11
CCOC(=O)c1sc(NC(=O)CSc2nncs2)c(C(=O)OCC)c1C	-2	-8	-16	-1	1	-64	-10	-1	-14	-18	8
CCOc1ccc(OCCCC(=O)Nc2cc(Cl)ccc2-n2cncn2)cc1	-6	-6	-18	-1	8	20	-3	-18	26	8	17
Cc1ccc(C)c(S(=O)(=O)N2CCN(C(=O)CCC(=O)c3cc(C)sc3C)CC2)c1	-1	-3	-8	-2	24	9	10	-3	18	4	-5
C=CCn1c(C)c(C(C)=O)c(N2CCN(C(c3ccccc3)c3ccccc3)CC2)nc1=S	-6	-1	-16	-3	10	11	-14	-18	20	2	13
